Rv3671c inh: inhibits the M. tuberculosis serine protease Rv3671c; inhibition, % at 5.96 µM; hit rate 0.048% among 320,000; AID 2606; in the data active = inhibition above about 38%;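 note: extracellular domain of Rv3671c used as enzyme; 0% = enzyme with DMSO and 100% = no enzyme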
Target sequence (P9WHR9 whole entry, looked up, the tested form may be a part): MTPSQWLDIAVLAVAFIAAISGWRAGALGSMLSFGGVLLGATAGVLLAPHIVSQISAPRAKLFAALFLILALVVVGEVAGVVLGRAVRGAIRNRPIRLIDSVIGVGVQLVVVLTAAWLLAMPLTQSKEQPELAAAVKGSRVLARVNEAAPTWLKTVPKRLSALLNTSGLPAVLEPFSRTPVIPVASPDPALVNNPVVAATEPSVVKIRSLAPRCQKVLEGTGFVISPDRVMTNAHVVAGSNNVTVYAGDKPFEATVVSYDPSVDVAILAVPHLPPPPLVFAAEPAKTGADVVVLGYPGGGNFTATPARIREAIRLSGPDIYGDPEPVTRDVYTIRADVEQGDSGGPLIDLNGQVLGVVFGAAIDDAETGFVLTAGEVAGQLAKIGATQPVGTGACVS
UGM FP inh: blocks M. tuberculosis UGM enzyme; P9WIQ1; purified UGM, fluorescence polarization probe displacement; inhibition, % at 10 µM; hit rate 0.06% among 320,000; in the data active = inhibition above about 10%, passing the limit was not always enough; inconclusive = no clear call, values can overlap the other calls
DUSP3 inh: inhibitors of human VHR1 phosphatase (DUSP3) | P51452 | recombinant VHR phosphatase, pNPP absorbance | inhibition, % at 13.3 µM | hit rate 0.52% among 290,000; in the data active = inhibition above about 50%; note: some compounds called inactive have numbers as strong as hits
Target sequence (P51452 whole entry, looked up): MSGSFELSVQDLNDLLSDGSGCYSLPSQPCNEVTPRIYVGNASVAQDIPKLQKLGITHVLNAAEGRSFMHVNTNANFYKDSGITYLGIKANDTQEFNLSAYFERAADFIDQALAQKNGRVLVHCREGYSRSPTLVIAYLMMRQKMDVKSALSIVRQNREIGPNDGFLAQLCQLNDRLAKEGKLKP
BioA inh: blocks M. tuberculosis BioA enzyme activity. purified M. tuberculosis BioA enzyme, plate reader. inhibition, % at 9.99 µM. hit rate 0.096% among 360,000; in the data active = inhibition above about 40%; inconclusive = no clear call, values can overlap the other calls
Vc quorum ag: inducers of Vibrio cholerae quorum light production without autoinducers; V. cholerae BH1578 lux reporter, luminescence, 6 h; hit rate 0.16% among 350,000; activation, % at 18.7 µM; in the data active = activation mostly above about 9.7%, no sharp cut-off; inconclusive = no clear call, values can overlap the other calls; inactive = mostly below about 3.7%; note: not every result past the cut was called active; inactives centre near 0; reference of the scale not given here
SSB-PriA inh: K. pneumoniae PriA-SSBct interaction inhibition | AlphaScreen SSBct-PriA binding, biotinylated peptide | inhibition, % at 33 µM | hit rate 0.6% among 430,000 | AID 1272365; in the data active = inhibition mostly above about 37%, no sharp cut-off; inactive = mostly below about 20%;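 note: plate controls were negative control peptide for no effect and reference peptide for full effect; strong numbers were not always called active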
GDH-TPI counter: GDH-TPI coupled enzyme inhibition counter-screen. hit rate 1.2% among 360,000. GDH-TPI coupled enzyme counterscreen, NADH absorbance. inhibition, % at 4.8 µM; in the data active = inhibition above about 30%;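 note: 0% = DMSO wells and 100% = wells lacking the enzyme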
Mtb FBA inh: Mtb fructose-bisphosphate aldolase inhibition | hit rate 2.3% among 360,000 | inhibition, % at 1 µM | P9WQA3 | purified M. tuberculosis FBA, fluorescence read-out; in the data active = inhibition above about 27%;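 note: 0% = vehicle and 100% = reference inhibitor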
Target sequence (P9WQA3 whole entry, looked up): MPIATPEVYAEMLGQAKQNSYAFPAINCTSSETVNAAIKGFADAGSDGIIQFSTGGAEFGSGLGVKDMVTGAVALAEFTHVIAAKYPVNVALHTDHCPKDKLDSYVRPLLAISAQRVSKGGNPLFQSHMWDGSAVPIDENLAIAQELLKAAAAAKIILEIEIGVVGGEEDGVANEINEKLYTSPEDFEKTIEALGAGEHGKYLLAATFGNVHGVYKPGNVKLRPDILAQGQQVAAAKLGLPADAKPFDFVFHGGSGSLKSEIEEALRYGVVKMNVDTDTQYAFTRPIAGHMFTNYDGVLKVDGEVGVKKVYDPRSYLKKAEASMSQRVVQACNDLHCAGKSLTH
3CLpro inhibitor: SARS-CoV 3CLpro protease inhibition. P0C6X7. recombinant SARS-CoV 3CLpro, quenched FRET peptide cleavage. inhibition, % at 6 µM. hit rate 0.14% among 290,000. AID 1706; in the data active = inhibition above about 12%
MazF activator: increases E. coli MazEF RNase cleavage of RNA; P0AE70; FAM/BHQ RNA-DNA oligo cleavage fluorescence, 5 h; activation, % at 20 µM; hit rate 0.32% among 350,000; AID 504720; in the data active = activation above about 50%
Target sequence (P0AE70 whole entry, looked up): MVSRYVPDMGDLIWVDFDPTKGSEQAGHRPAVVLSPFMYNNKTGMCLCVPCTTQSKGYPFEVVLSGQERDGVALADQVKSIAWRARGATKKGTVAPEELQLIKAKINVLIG
The depositor's hits bear a star; & = joins results of further samples. A portion of the library; count on the stated rates, not on these rows.

COc1ccc(C2=NS(=O)(=O)N(C)C(C(=O)N3CCN(C)CC3)=C2)cc1 was read as Rv3671c inh -4, UGM FP inh 2.9, DUSP3 inh 25, BioA inh -0.3, Vc quorum ag inactive, SSB-PriA inh -2, GDH-TPI counter 29, Mtb FBA inh -3, 3CLpro inhibitor -7 and MazF activator -2.
For Cc1ccc(S(=O)(=O)C2(C(=O)O)CCCC2)cc1C the results were Rv3671c inh -3, UGM FP inh -0.3, DUSP3 inh 12, BioA inh -1.9, Vc quorum ag 2.1, SSB-PriA inh -14, GDH-TPI counter -5, Mtb FBA inh 3, 3CLpro inhibitor -2 and MazF activator 2.
C[C@@H]1CCCCO[C@H](CN(C)C(=O)NC2CCCCC2)[C@@H](C)CN([C@H](C)CO)C(=O)c2cc(NC(=O)c3ccccc3)ccc2O1 was read as BioA inh -3.0&-3.3, Vc quorum ag inactive, GDH-TPI counter 12, Mtb FBA inh -3 and MazF activator 0.
Cc1nn(C)cc1-c1n[nH]c(=S)n1-c1ccc(F)cc1 was read as Rv3671c inh 4, UGM FP inh 3.8, DUSP3 inh 1, Vc quorum ag -0.1, SSB-PriA inh -7, GDH-TPI counter 3, Mtb FBA inh 0, 3CLpro inhibitor -5 and MazF activator 3.
Screening COc1ccc(Cc2nnc(SCc3c(C)noc3C)n2C2CCCCC2)cc1OC returned Rv3671c inh 4, UGM FP inh 1.6, DUSP3 inh 21, BioA inh 3.1, Vc quorum ag inactive, SSB-PriA inh 3, GDH-TPI counter 7, Mtb FBA inh -5, 3CLpro inhibitor -4 and MazF activator 0.
Screening Cc1sc2nc(CN3CCOCC3)nc(NS(=O)(=O)c3ccccc3)c2c1C returned Rv3671c inh 3, UGM FP inh 3.1, DUSP3 inh 23, BioA inh -2.7, Vc quorum ag 1.6, SSB-PriA inh 7, GDH-TPI counter 8, Mtb FBA inh 3, 3CLpro inhibitor 2 and MazF activator -2.
Screening COC(=O)N/N=C\c1ccc(-c2cc(Cl)c(Cl)cc2Cl)o1 returned Rv3671c inh -6, UGM FP inh 0.4, DUSP3 inh 2, BioA inh -2.4, Vc quorum ag -0.2, GDH-TPI counter 9, Mtb FBA inh 2, 3CLpro inhibitor 5 and MazF activator 55*.
`CCOc1ccc(C(=O)CSc2nnc(N)s2)cc1` gave Rv3671c inh 3, UGM FP inh -0.2, DUSP3 inh 32, BioA inh -0.4, Vc quorum ag 2.0, SSB-PriA inh -7, GDH-TPI counter 7, Mtb FBA inh 4, 3CLpro inhibitor 0 and MazF activator -22.
`COc1cccc(CN(CC(=O)NCC2CCCO2)C(=O)CCC(=O)Nc2cc(C)on2)c1` (configuration not stated) gave Rv3671c inh -2, UGM FP inh -2.4, DUSP3 inh -6, BioA inh -2.1, Vc quorum ag -2.0, SSB-PriA inh -10, GDH-TPI counter -7, Mtb FBA inh -1, 3CLpro inhibitor 4 and MazF activator 7.
For O=C(CSc1cc(Cl)ccc1Cl)NC1CCCC1 the results were Rv3671c inh -3, UGM FP inh -2.3, DUSP3 inh 29, BioA inh -1.6, Vc quorum ag -0.2, SSB-PriA inh -7, GDH-TPI counter 6, Mtb FBA inh -5, 3CLpro inhibitor -1 and MazF activator -10.
CSc1nc2sc3c(c2c(=O)n1C1CCCCC1)CCN(C)C3 was read as Rv3671c inh 1, UGM FP inh inconclusive, DUSP3 inh 6, BioA inh 5.3, Vc quorum ag inactive, SSB-PriA inh 5, GDH-TPI counter 0, Mtb FBA inh 0, 3CLpro inhibitor 1 and MazF activator 5.
Cc1ccc(CCCOC(=O)C[N+]2(C)CCCC2)cc1 was read as Rv3671c inh 7, UGM FP inh 0.9, DUSP3 inh 1, Vc quorum ag -0.3, SSB-PriA inh -14, GDH-TPI counter -5, Mtb FBA inh 2, 3CLpro inhibitor 5 and MazF activator 0.
Screening Cc1oc(C(C)(C)C)cc1C(=O)Nc1ccc2c(c1)OCCO2 returned Rv3671c inh -5, UGM FP inh 3.3, DUSP3 inh 4, BioA inh 0.4, Vc quorum ag -0.1, SSB-PriA inh -10, GDH-TPI counter 6, Mtb FBA inh 0, 3CLpro inhibitor 1 and MazF activator 13.
Screening O=c1c2ccccc2c2ccccc2c(=O)n1Cc1ccc2c(c1)OCO2 returned Vc quorum ag inactive, GDH-TPI counter 8, Mtb FBA inh -1 and MazF activator -3.
`O=C(NC(=S)Nn1cnnc1)c1cccc(Br)c1` gave Rv3671c inh -9, UGM FP inh -1.2, DUSP3 inh 7, Vc quorum ag -0.5, SSB-PriA inh -3, GDH-TPI counter 10, Mtb FBA inh 1, 3CLpro inhibitor -1 and MazF activator -3.
`CC(C)CNS(=O)(=O)c1cc(C(=O)N2CC(C)OC(C)C2)c(Cl)cc1Cl` (configuration not stated) gave Rv3671c inh -12, UGM FP inh -2.8, DUSP3 inh 30, BioA inh 1.1, Vc quorum ag inactive, SSB-PriA inh 11, GDH-TPI counter 5, Mtb FBA inh 1, 3CLpro inhibitor -5 and MazF activator 6.
COc1cc2c(cc1OC)CN(CC(=O)Nc1ccc(C)cc1)CC2 was read as Rv3671c inh 5, UGM FP inh -1.3, DUSP3 inh -6, BioA inh 1.8, Vc quorum ag -0.2, SSB-PriA inh -15, GDH-TPI counter 6, Mtb FBA inh 0, 3CLpro inhibitor -1 and MazF activator -3.
Screening CCC1=C(OC(=O)N(CC)CC)N2C(=O)OC(=NCCOC)[C@]2(Cc2ccccc2)[C@H]2C1=CC[C@H]1C(=O)N(CC(=O)OC)C(=O)[C@H]12 returned Rv3671c inh 2, UGM FP inh 3.1, DUSP3 inh 0, BioA inh -0.2, Vc quorum ag 0.7, SSB-PriA inh -14, GDH-TPI counter -6, Mtb FBA inh -2 and MazF activator 1.
`COC(=O)c1ccc(COC(=O)c2ccc(S(=O)(=O)N3CCC(C)CC3)cc2)o1` gave Rv3671c inh -6, UGM FP inh -1.8, DUSP3 inh 13, Vc quorum ag -0.5, SSB-PriA inh -3, GDH-TPI counter 4, Mtb FBA inh -1, 3CLpro inhibitor 2 and MazF activator -1.
For CC(C)C(=O)Nc1nc(-c2ccc(S(=O)(=O)N3CCOCC3)cc2)cs1 the results were Rv3671c inh -4, UGM FP inh 4.3, DUSP3 inh -2, BioA inh 0.9, Vc quorum ag -0.4, SSB-PriA inh -5, GDH-TPI counter 2, Mtb FBA inh 59*, 3CLpro inhibitor 3 and MazF activator -6.
For O=C(CN1CCN(C(=O)c2ccccc2)CC1)Nc1ccccc1 the results were Rv3671c inh 6, UGM FP inh 8.5, DUSP3 inh 20, BioA inh 0.7, Vc quorum ag -0.3, SSB-PriA inh 10, GDH-TPI counter -10, Mtb FBA inh -6, 3CLpro inhibitor 3 and MazF activator 7.
`CC(C)c1nc(CNC(=O)c2ccc(OC3CCN(Cc4ccccn4)CC3)cc2)cs1` gave Rv3671c inh 3, UGM FP inh -2.9, DUSP3 inh 2, Vc quorum ag inactive, SSB-PriA inh -8, GDH-TPI counter 6, Mtb FBA inh 0, 3CLpro inhibitor -3 and MazF activator 0.
`CCOC(=O)CNC(=O)CSc1nc2sc(C)c(C)c2c(=O)n1C` gave Rv3671c inh -3, UGM FP inh -0.9, DUSP3 inh 18, BioA inh -1.7, Vc quorum ag 3.1, SSB-PriA inh -7, GDH-TPI counter 13, Mtb FBA inh -2, 3CLpro inhibitor 2 and MazF activator 0.
For CC1C(=O)Nc2ccccc2N1C(=O)c1ccc(F)cc1F (configuration not stated) the results were Rv3671c inh -1, UGM FP inh 0.4, DUSP3 inh 10, BioA inh -4.5, Vc quorum ag -1.4, SSB-PriA inh 4, GDH-TPI counter -4, Mtb FBA inh 2, 3CLpro inhibitor -1 and MazF activator 4.
COc1ccc2ccccc2c1/C=N/n1cnnc1 was read as Rv3671c inh 4, UGM FP inh -2.1, DUSP3 inh -20, BioA inh -0.2, Vc quorum ag -0.2, GDH-TPI counter 10, Mtb FBA inh 1, 3CLpro inhibitor -2 and MazF activator -2.
Screening COc1cccc(CN(C)CC(O)COC(c2ccccc2)c2ccccc2C)c1 (configuration not stated) returned Rv3671c inh -5, UGM FP inh -0.4, DUSP3 inh -20, Vc quorum ag -0.2, SSB-PriA inh -1, GDH-TPI counter -13, Mtb FBA inh 1, 3CLpro inhibitor -2 and MazF activator -16.
For O=C(NCc1cccnc1)C(=O)Nc1nc2ccccc2s1 the results were Rv3671c inh -3, UGM FP inh -1.0, DUSP3 inh 29, Vc quorum ag -0.2, SSB-PriA inh -15, GDH-TPI counter 15, Mtb FBA inh 2, 3CLpro inhibitor -2 and MazF activator 7.
`CCn1cc(C(=O)NCC2COc3ccccc3O2)c2cc(OC)c(OC)cc2c1=O` (configuration not stated) gave Rv3671c inh -11, UGM FP inh -1.7, DUSP3 inh 13, BioA inh -1.0, Vc quorum ag -9.1, SSB-PriA inh -4, GDH-TPI counter 3, Mtb FBA inh 2, 3CLpro inhibitor -3 and MazF activator 13.
For COc1ccc(CNCCCNCc2ccc(OC)c(OC)c2)cc1OC the results were BioA inh -1.5, Vc quorum ag -1.0, SSB-PriA inh -8, GDH-TPI counter -1, Mtb FBA inh -2 and MazF activator 5.
CCN(C(=O)COC(=O)c1nc(Cl)ccc1Cl)c1c(N)n(Cc2ccccc2)c(=O)[nH]c1=O was read as BioA inh -0.1, Vc quorum ag 0.0, SSB-PriA inh 9, GDH-TPI counter 5, Mtb FBA inh -1 and MazF activator 7.
For CCOC(=O)C1CCCN(Cc2cc(=O)oc3cc(C)ccc23)C1 (configuration not stated) the results were Rv3671c inh 2, UGM FP inh 1.0, DUSP3 inh 20, Vc quorum ag inactive, SSB-PriA inh -15, GDH-TPI counter 4, Mtb FBA inh -1, 3CLpro inhibitor 4 and MazF activator 1.
Screening Cc1cccc(C(=O)Nc2cc(=O)n(C)c(=O)n2C)c1 returned Rv3671c inh -2, UGM FP inh 1.0, DUSP3 inh 8, BioA inh -0.6, Vc quorum ag -0.4, SSB-PriA inh -16, GDH-TPI counter -6, Mtb FBA inh 0, 3CLpro inhibitor 3 and MazF activator 0.
For O=C(C1CCC(=O)N(C2CCCC2)C1)N1CCN(c2ccccc2Cl)CC1 (configuration not stated) the results were Rv3671c inh -2, UGM FP inh 2.7, DUSP3 inh -2, BioA inh 11, Vc quorum ag -0.4, SSB-PriA inh -4, GDH-TPI counter 0, Mtb FBA inh 0, 3CLpro inhibitor 5 and MazF activator 2.
Screening Cc1cc(C(=O)Nc2cc(C(C)(C)C)on2)c(C)o1 returned Rv3671c inh 7, UGM FP inh -0.3, DUSP3 inh 23, BioA inh -1.7, Vc quorum ag inactive, SSB-PriA inh -13, GDH-TPI counter 13, Mtb FBA inh 1, 3CLpro inhibitor -2 and MazF activator -4.
Screening O=C(NCCNC(=O)c1ccccc1Br)c1cccnc1 returned Rv3671c inh 3, UGM FP inh 0.9, DUSP3 inh 13, BioA inh -5.2, Vc quorum ag -3.2, SSB-PriA inh -6, GDH-TPI counter 7, Mtb FBA inh 0, 3CLpro inhibitor 1 and MazF activator 3.
`Cc1ccccc1NC(=O)c1ccc(C)c(S(=O)(=O)NCc2cccnc2)c1` gave Rv3671c inh -7, UGM FP inh -5.5, DUSP3 inh 38, BioA inh 4.4, Vc quorum ag -0.3, SSB-PriA inh -4, GDH-TPI counter 0, Mtb FBA inh 3, 3CLpro inhibitor -2 and MazF activator -6.
Cc1cc(C)c2nc(SCC(=O)Nc3ccc(S(=O)(=O)N4CCCC4)cc3)c(C)cc2c1 was read as Rv3671c inh -81, UGM FP inh 0.3, DUSP3 inh -4, BioA inh -0.8, SSB-PriA inh 3, GDH-TPI counter 0, Mtb FBA inh 0, 3CLpro inhibitor -5 and MazF activator -3.

Source: PubChem BioAssay (several laboratories)
